From PubChem BioAssay
PolyA inh = inhibitors of polyadenylation in S. cerevisiae; calls only at 12 µM; 300,000 compounds, 0.02% hits; S. cerevisiae SKY197-pL101 polyadenylation reporter, beta-gal luminescence; efflux-impaired pdr1/pdr3 knockout yeast; score 100 = 6 SD above DMSO;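 active means lowest replicate activity score at least 50, where 100 means six control SD above control mean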;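 further: yeast exposed to compound for 9 h at 30 °C; higher score means more reporter readthrough which indicates perturbed polyadenylation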
KCNQ1 act = human KCNQ1 channel potentiation or activation | B-score at 10 µM | CHO-K1 KCNQ1, thallium flux FluxOR fluorescence; stronger effect = higher value | 310,000 compounds, 0.35% hits;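 active means fluorescence ratio B-score, a plate-corrected score, at least three library SD, with initial intensity B-score within 5 SD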
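Schedule – 37 °C overnight plating, 90-min dark dye load, 20-min compound pretreatment · System – stable KCNQ1 CHO-K1 line · Probe or stimulus – thallium- and potassium-containing depolarizing buffer · Measured by – kinetic FluxOR fluorescence, 10 s baseline plus 110 s post-stimulus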
RGS4 pot = potentiators or activators of RGS4; HEK293 M3R/inducible RGS4, carbachol calcium flux Fluo4; stronger effect = lower value; B-score at 10 µM; 310,000 compounds, 0.92% hits;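 active means B-score of the integrated calcium signal more than 4 SD below the library mean, with starting fluorescence not abnormally high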;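 further: negative B-score means reduced calcium response which marks RGS4 activation or potentiation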
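Also added: carbachol at ECmax as muscarinic agonist stimulus; Assay system: HEK293 cells with stable M3R and inducible RGS4; Timing: overnight RGS4 induction, 30 min dye load 37 °C, 20 min compound RT; Measured by: Fluo4-AM (2 µM) calcium-flux fluorescence, kinetic read.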
KCNK3 inh = human KCNK3 channel inhibition, primary screen. 340,000 compounds, 0.84% hits. CHO-KCNK3 thallium flux, FluxOR fluorescence; stronger effect = lower value. O14649. B-score at 10 µM;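 active means B-score under library mean minus 4 SD, starting fluorescence ratio at most library mean plus 5 SD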;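 further: more negative B-score means stronger inhibition of thallium flux through KCNK3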
GSK3A inh = inhibitors of human GSK-3 alpha kinase. ADP-Glo luminescence, 60 min. inhibition, % at 10 µM. 320,000 compounds, 0.1% hits. AID 2650;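 in the data active means inhibition above about 50%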;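 further: GST-tagged GSK-3 alpha with peptide substrate and 25 µM ATP; 0% = DMSO neutral wells and 100% = GW8510 positive control wells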
Target sequence (P49840 whole entry, looked up): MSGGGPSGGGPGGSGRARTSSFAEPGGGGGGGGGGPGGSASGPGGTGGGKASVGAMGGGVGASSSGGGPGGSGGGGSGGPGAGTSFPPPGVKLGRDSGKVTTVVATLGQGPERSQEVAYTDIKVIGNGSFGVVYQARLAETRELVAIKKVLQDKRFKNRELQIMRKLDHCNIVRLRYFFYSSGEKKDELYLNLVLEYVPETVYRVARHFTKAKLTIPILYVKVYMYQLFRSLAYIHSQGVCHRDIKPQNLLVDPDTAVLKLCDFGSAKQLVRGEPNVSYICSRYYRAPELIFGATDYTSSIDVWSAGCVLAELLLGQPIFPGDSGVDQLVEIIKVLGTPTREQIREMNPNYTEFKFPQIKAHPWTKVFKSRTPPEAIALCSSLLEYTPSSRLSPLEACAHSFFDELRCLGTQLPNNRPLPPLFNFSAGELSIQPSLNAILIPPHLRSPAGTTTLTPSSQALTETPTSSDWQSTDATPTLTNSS
Dyrk1A ADPGlo = Dyrk1A (rat) kinase inhibition. inhibition, % at 12.5 µM. ADP-Glo luminescence, NFATc1 peptide. 310,000 compounds, 0.43% hits. Q63470. AID 504441; in the data active means inhibition above about 50%;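 further: plate controls were vehicle with enzyme for no effect and no enzyme for full effect; many of its hits are not listed in these tables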
HDAC3 inh = inhibitors of human histone deacetylase 3; O15379; recombinant HDAC3, fluorogenic peptide/trypsin coupled, fluorescence; inhibition, % at 8.3 µM; 320,000 compounds, 0.15% hits; in the data active means inhibition above about 26%, passing the limit was not always enough
GSK3B inh = blocks human GSK3beta kinase activity; GST-GSK3beta kinase, ADP-Glo luminescence, 60 min; stronger effect = lower value; AID 2097; P49841; activity score (negative = inhibition), % at 10 µM; 300,000 compounds, 0.038% hits;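 active means more than half of replicate wells score below -50%, meaning over 50% inhibition versus plate controls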;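 further: 0% = median DMSO wells and -100% = median GW8510 positive control wells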
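Assay system: GST-tagged human GSK3beta kinase, cell-free; Input: 1.6 ng GSK3beta; Medium: Tris/MgCl2 kinase buffer; Timing: 60 min enzyme reaction, room temperature; Signal: ADP-Glo luminescence quantifying ADP generated by kinase; Evaluation: score relative to plate controls; Benchmarks: DMSO neutral wells and GW8510 at 20 µM as positive.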
KCNQ1 block = human KCNQ1 channel inhibition. CHO-K1 KCNQ1, FluxOR thallium flux fluorescence; stronger effect = higher value. B-score at 10 µM. 310,000 compounds, 1.3% hits. AID 2642;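 active means compounds whose thallium flux B-score, printed positive for inhibition, exceeds three library SD while starting fluorescence stays within three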;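 further: channel opened by potassium depolarization with thallium stimulus after 20 min compound exposure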
KCNK9 block = inhibitors of human KCNK9 two-pore domain potassium channel; HEK293 KCNK9, FluxOR thallium flux fluorescence; stronger effect = lower value; B-score at 10 µM; 310,000 compounds, 1.2% hits; AID 488922;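 active means ratio B-score over 3 SD below the library mean, with starting fluorescence within 5 SD of its mean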;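 further: negative B-score means less thallium flux so channel inhibition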
Target sequence (Q9NPC2 whole entry, looked up, the tested form may be a part): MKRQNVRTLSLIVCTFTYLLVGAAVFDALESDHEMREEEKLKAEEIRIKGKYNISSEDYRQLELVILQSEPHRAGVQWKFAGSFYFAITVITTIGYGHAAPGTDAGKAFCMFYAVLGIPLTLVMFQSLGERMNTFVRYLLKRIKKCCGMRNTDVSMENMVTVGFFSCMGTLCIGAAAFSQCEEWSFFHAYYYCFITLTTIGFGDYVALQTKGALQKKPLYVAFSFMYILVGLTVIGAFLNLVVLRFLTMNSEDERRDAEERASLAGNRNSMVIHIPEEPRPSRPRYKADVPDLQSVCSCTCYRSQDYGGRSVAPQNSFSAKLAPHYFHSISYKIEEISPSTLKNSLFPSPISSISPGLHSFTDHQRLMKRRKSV
hERG rescue = compounds protecting human hERG from proarrhythmic drug block | activation (rescue from dofetilide block), less the hit threshold, % at 10 µM | CHO-hERG, FluxOR thallium flux, dofetilide IC70 present | 310,000 compounds, 0.51% hits;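 active means activation above the mean of controls blocked by dofetilide plus 5 SD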;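 further: thallium influx through hERG after potassium depolarization seen as dye fluorescence rise; in these data hits start at about 4.7%; inactives centre near -7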
* marks the source's active call; other numbers are inactive results; i = inactive; / = no result given.

SMILES	PolyA inh	KCNQ1 act	RGS4 pot	KCNK3 inh	GSK3A inh	Dyrk1A ADPGlo	HDAC3 inh	GSK3B inh	KCNQ1 block	KCNK9 block	hERG rescue
COc1ccc(/C=C/C(=O)OCC(=O)N2CC(=O)Nc3ccccc32)cc1	i	i	i	i	-2	4	-2	5	i	i	-3
Cc1ccc(N(C(=O)c2ccn[nH]2)C(C(=O)NC2CCCC2)c2cccs2)cc1 (centres undefined)	i	i	i	/	-1	/	2	-1	i	i	-7
Clc1cccc(Nc2nc(-c3cccnc3)cs2)c1	i	i	i	i	-2	-7	-2	0	i	i	-9
COC(CNC(=O)CC1C(=O)N(Cc2ccccc2)C(C)c2nc3ccccc3n21)OC (centres undefined)	i	i	i	i	-1	0	2	0	i	i	-7
COc1cc(/C=C/C(=O)Nc2ccc(N3CCCCC3)c(S(=O)(=O)Nc3ccccc3Cl)c2)cc(OC)c1OC	i	i	i	i	-3	-5	-1	0	i	i	-8
COc1cccc(Oc2cc(Cl)nc(N)n2)c1	i	i	i	i	-2	13	4	-3	i	i	-6
CC(=O)c1ccc(NC(=O)CCc2nnc3ccc(N4CCCC4)nn23)cc1	i	i	i	i	5	3	2	1	i	i	-9
O=C(Nc1ccccc1C(=O)N1CCCCCC1)c1ccccc1	i	i	i	i	-1	0	-8	3	i	i	-7
COc1cccc(OCC(O)CO)c1 (centres undefined)	i	i	i	i	-5	-9	2	3	i	i	-6
C/C(=N\Nc1nc2ccccc2s1)c1ccc2c(c1)OCO2	i	i	i	i	0	0	1	2	i	i	-3
CCCCn1c(N)c(N(CCOC)C(=O)COC(=O)COc2cc(C)c(Cl)cc2C(C)C)c(=O)[nH]c1=O	i	i	i	i	-3	10	2	3	i	i	-12
Cc1[nH]nc(SCC(=O)NCCc2ccccc2)c1[N+](=O)[O-]	i	i	i	i	0	-6	1	3	i	i	-6
NC(=O)c1ccccc1NC(=O)CSC1=NCCS1	i	i	i	i	2	4	4	-3	i	i	-6
O=C(NCc1ccco1)C(c1ccccc1)N(C(=O)Cc1cccs1)c1ccccc1F (centres undefined)	i	i	i	i	-3	3	-2	-2	i	i	-11
COc1ccc2c(c1OC)C(=O)N1C2SC[C@H]1C(=O)NCCC(C)C (some centres undefined)	i	i	i	i	0	6	-4	-1	i	i	-5
CCN(CC)C(=O)C1CCCN(Cc2cccc(Oc3ccccc3)c2)C1 (centres undefined)	i	i	i	i	1	0	-10	-1	i	i	-11
Nn1c(SCc2ccc(Br)cc2)nnc1-c1cccnc1	i	i	i	i	0	/	-1	2	i	i	-5
O=C(NCc1ccccc1F)C1CCC(=O)N(Cc2ccc(Cl)cc2)C1 (centres undefined)	i	i	i	i	0	-2	1	0	i	i	-8
CN1CCc2c(n(CC(O)CNCc3ccccc3)c3ccccc23)C1=O (centres undefined)	i	i	i	i	-2	1	-8	-2	i	i	-8
CC(C)CNc1nc(N)c([N+](=O)[O-])c(NCc2ccccc2)n1	i	i	i	i	5	3	-5	2	i	i	0
O=C1CN(C(=O)Cn2ncc(Cl)c(Cl)c2=O)c2ccccc2N1	i	i	i	i	/	/	/	2	i	i	-21
Cc1cc(NC(=O)c2ccc3c(c2)C(=O)N(C)C3=O)no1	i	i	i	i	-2	-2	-5	2	i	i	-12
Cc1cc(OCC(=O)Nc2cnn(CCCC(=O)O)c2)ccc1[N+](=O)[O-]	i	i	i	i	-3	-2	-2	-1	i	i	-4
O=C(CCc1nc2ccccc2c(=O)[nH]1)OCC(=O)N1CCN(S(=O)(=O)c2ccccc2)CC1	i	i	i	i	3	-1	3	0	i	i	-2
CSc1ccccc1NC(=O)Cc1ccccc1[N+](=O)[O-]	i	i	i	i	1	1	-6	-4	i	i	-13

The closing 2 records of the section above are carried over, then new ones follow.
SMILES	PolyA inh	KCNQ1 act	RGS4 pot	KCNK3 inh	GSK3A inh	Dyrk1A ADPGlo	HDAC3 inh	GSK3B inh	KCNQ1 block	KCNK9 block	hERG rescue
O=C(CCc1nc2ccccc2c(=O)[nH]1)OCC(=O)N1CCN(S(=O)(=O)c2ccccc2)CC1	i	i	i	i	3	-1	3	0	i	i	-2
CSc1ccccc1NC(=O)Cc1ccccc1[N+](=O)[O-]	i	i	i	i	1	1	-6	-4	i	i	-13
Cc1ccccc1C(=O)Nc1cccc(NC(=O)Cn2cnc3c(=O)n(C)c(=O)n(C)c32)c1	i	i	i	i	0	3	-3	-10	i	i	-11
Cc1cc(C)n(-c2cc(N3CCN(C(=O)c4ccccc4C)CC3)ccc2[N+](=O)[O-])n1	i	i	i	i	-4	23	5	3	i	i	-6
CN(CC(=O)NC1CCCCC1)S(=O)(=O)c1ccc(Br)s1	i	i	i	i	4	3	-7	2	i	i	-4
CC(C)(C)n1nc2c(c1NC(=O)c1ccc([N+](=O)[O-])cc1)CS(=O)(=O)C2	i	i	i	i	-2	-5	-1	2	i	i	-2
Cc1ccnc(NC(=O)CCC(=O)N(CC(=O)NC2CCCCC2)CC2CCCO2)c1 (centres undefined)	i	i	i	i	22	-4	1	-15	i	i	-1
CCOc1cc(N2CCOCC2)c(OCC)cc1NCC(=O)N1CCN(Cc2ccccc2)CC1	i	i	i	i	1	-6	/	5	i	i	-11
CCCCC(=O)Nc1nnc(S(=O)(=O)N2CCCCCC2)s1	i	i	i	i	-1	/	-7	2	i	i	-7
C=CCC(C(=O)OC)(C(=O)OC)c1ccc([N+](=O)[O-])cn1	i	i	i	i	-1	-11	-1	-5	i	i	-10
CCCn1c(/N=C/c2c[nH]c3ccccc23)nc2ccccc21	i	i	i	i	-2	11	-3	-1	i	i	-8
Cc1c(C(=O)O)sc2[nH]c(=O)n(Cc3ccccc3)c(=O)c12	i	i	i	i	-3	-2	0	-1	i	i	-4
CCSc1nc(N)c2c3c(sc2n1)CCC3	i	i	i	i	0	12	1	1	i	i	3
COc1cc(NC(=O)/C=C/c2ccccc2)c(C(=O)O)cc1OC	i	i	i	i	0	9	1	3	i	i	-11
Cc1cccc(-c2cc3c(nn2)-c2ccccc2C3=O)c1	i	i	i	i	-3	-4	-5	0	i	i	-13
COCCN(C(=O)CCC(=O)Nc1cc(C)on1)C(C(=O)NC(C)(C)C)c1cccc(OC)c1OC (centres undefined)	i	i	i	i	-4	-2	6	1	i	i	-2
CCOc1cc(/C=N/NC(=O)NN(C)c2ncc(C(F)(F)F)cc2Cl)ccc1O	i	i	i	i	-3	0	9	-5	i	i	-6
O=C(CSc1nc(=O)n2cc(Cl)ccc2n1)Nc1ccc2c(c1)OCO2	i	i	i	i	-2	/	-1	0	i	i	-17
C[N+]1(CC2COC3(CCCCC3)O2)CCCCC1 (centres undefined)	i	i	i	i	-3	17	11	-1	i	i	-10
Cc1ccc(NC(=S)N2CCN(Cc3ccccc3)CC2)c(C)c1	i	i	i	i	-2	-3	5	-2	i	i	-5
CC(SCc1ccccc1)C(=O)Nc1ccc(F)cc1 (centres undefined)	i	i	i	i	/	/	-4	-4	i	i	-10
O=C(/C=C/c1ccc(Cl)cc1)c1cccnc1	i	i	i	i	6	9	4	-8	i	i	-12
O=C(CCN1CCOCC1)Nc1cc(C(=O)Nc2ccc(Cl)cc2)ccc1N1CC2CC(C1)c1cccc(=O)n1C2 (centres undefined)	i	i	i	i	-3	4	-1	3	i	i	-9
Cc1nn(CC(=O)NCC2CCCO2)c(=O)c2cc3ccccc3n12 (centres undefined)	i	i	i	i	-9	-3	-3	-3	i	i	-3
O=C(Nc1ccccc1Br)c1c(F)cccc1Cl	i	i	i	i	1	-6	-1	2	i	i	-3
COc1ccc(S(=O)(=O)N2CCN(CCC(=O)Nc3ccccc3F)CC2)cc1	i	i	i	i	12	3	1	-1	i	i	-3
Cc1ccc(C)c(S(=O)(=O)N2CCCCC2CCNC(=O)C(=O)NC2CCCC2)c1 (centres undefined)	i	i	i	i	0	-2	4	-2	i	i	-13
(next part)
SMILES	PolyA inh	KCNQ1 act	RGS4 pot	KCNK3 inh	GSK3A inh	Dyrk1A ADPGlo	HDAC3 inh	GSK3B inh	KCNQ1 block	KCNK9 block	hERG rescue
COc1ccc(-c2nn(-c3ccccc3)cc2C(=O)O)cc1	i	i	i	i	-2	0	-4	-1	i	i	-10
Cc1cc([N+](=O)[O-])nn1CCCC(=O)NCc1ccc(F)cc1	i	i	i	i	-1	4	-4	-2	i	i	-9
O=C(c1ccc2c(c1)OCO2)N1CCN(C(=O)c2ccco2)CC1	i	i	i	i	0	-4	-1	0	i	i	-13
O=C(Nc1cccc(Cl)c1)N(Cc1nc2ccccc2c(=O)[nH]1)C1CCCC1	i	i	i	i	3	24	-2	2	i	i	-9
Cc1ccc(CN2CCN(/N=C/c3ccc(C)s3)CC2)c(C)c1	i	i	i	i	-2	-12	-3	3	i	i	-8
COc1ccc(-c2noc(CN(C)C(=O)c3ccco3)n2)cc1	i	i	i	i	0	-3	-1	-1	i	i	-1
COc1ccc(S(=O)(=O)n2ccc(-c3ccc4c(c3)CCC(C)(C)O4)n2)cc1	i	i	i	i	1	/	4	3	i	i	-9
O=C(CCC(=O)Nc1cccc([N+](=O)[O-])c1)N/N=C/c1cccs1	/	i	i	i	/	-1	5	-2	i	i	-6
O=C(CSc1nnc(CCCN2C(=O)c3cccc4cccc(c34)C2=O)n1-c1ccccc1)NCCCN1CCOCC1	i	i	i	i	/	-7	/	0	i	i	-20
COc1ccc(N(CC(=O)NC2CCCC2)C(=O)CS(=O)CC(=O)Nc2ccc3c(c2)OCO3)cc1 (centres undefined)	i	i	i	i	-1	-4	2	-1	i	i	-8
O=C(NCS(=O)(=O)c1ccccc1)c1ccccc1	i	i	i	i	0	-4	-2	0	i	i	-6
N#Cc1ccsc1NC(=O)C1CC(=O)N(Cc2ccccc2)C1 (centres undefined)	i	i	i	i	-2	7	1	0	i	i	-10
NC(=O)NC(=O)CSc1nnc(-c2ccc(Cl)cc2)n1CC1CCCO1 (centres undefined)	i	i	i	i	1	-3	2	6	i	i	-12

Looked up above:
COc1ccc(N(CC(=O)NC2CCCC2)C(=O)CS(=O)CC(=O)Nc2ccc3c(c2)OCO3)cc1 (centres undefined) in Dyrk1A ADPGlo shows -4
Cc1cc([N+](=O)[O-])nn1CCCC(=O)NCc1ccc(F)cc1 in HDAC3 inh shows -4
Cc1ccc(CN2CCN(/N=C/c3ccc(C)s3)CC2)c(C)c1 in HDAC3 inh shows -3
O=C(Nc1cccc(Cl)c1)N(Cc1nc2ccccc2c(=O)[nH]1)C1CCCC1 in GSK3A inh shows 3

This is a subset; the hit share may differ from the screen's.
